# TAG inh = reduces triacylglycerol accumulation in H9c2 cells | Nile Red lipid (TAG) fluorescence; cells loaded with 200 µM oleic acid | inhibition, % at 12.5 µM | 230,000 compounds, 0.66% hits | AID 651582;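 active = pattern-corrected inhibition of lipid staining of at least 50% with the nuclear-stain viability signal not falling by more than 50%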;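 note: 0% = DMSO wells and 100% = triacsin C control wells; some results filed as inactive read as strong as hits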
# TAG inh DAPI viability = second read-out of TAG inh, no call of its own (marks repeat the call); DAPI nuclei signal change (viability), lower = more cytotoxic, %;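 whole-well DAPI fluorescence read on a plate reader as a viability signal; minus 50 percent equals half of cells still viable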
# Active calls of the source: *; i = inactive. A portion of the library; rates above refer to the full screens.
SMILES,TAG inh,TAG inh DAPI viability
C[C@@H]1CC[C@]2(O[C@@H](CCO)C[C@@H](O)[C@@H]2O)O1,-11.6,-1.2
CCN(CC(=O)Nc1c(F)cccc1F)C(=O)C1(c2ccccc2)CC1,-10.7,1.1
CC[N+]1(CC(O)COC2CC(C)CC(C)(C)C2)CCOCC1 (stereo not given),2.3,-11.5
Cc1ccsc1/C=N/n1cnnc1,-7.8,3.2
O=C(OCc1ccc(F)cc1)c1ccc2c(c1)-c1ccccc1C2=O,3.4,2.6
COc1cccc(NC(=O)CN2C(=O)NC(C)(C3CC3)C2=O)c1 (stereo not given),6.1,6.9
CCCn1c(N)c(C(=O)NS(=O)(=O)c2ccc(C)cc2)c(=O)n(C)c1=O,-23.4,13.2
CN(C)S(=O)(=O)c1ccc(C(=O)NCC(c2cccs2)N2CCOCC2)cc1 (stereo not given),6.8,5.8
Cc1ccc(NC(=O)N(Cc2cc3cc(C)cc(C)c3[nH]c2=O)CC2COCCO2)cc1 (stereo not given),23.0,1.2
O=C(NCC(c1ccco1)N1CCN(c2ccc(F)cc2)CC1)C(=O)NC1CCCCC1 (stereo not given),-17.9,-9.1
CC1CCC(NC(=O)C2CCC(CNc3c(N4CCCCC4)c(=O)c3=O)CC2)CC1 (stereo not given),-3.6,0.7
Nc1ccccc1Nc1ccncc1[N+](=O)[O-],-4.8,10.1
CCn1c(COc2ccc3c(c2)CCCC3)nnc1SCC(=O)Nc1ccc(C(=O)OC)cc1,-21.1,8.4
CC(=O)Oc1ccc(C)cc1-n1nc2ccccc2n1,-0.4,-10.8
Cc1c(NC(=O)C(C)OC(=O)C23CC4CC(CC(Br)(C4)C2)C3)c(=O)n(-c2ccccc2)n1C (stereo not given),5.1,-7.2
COC(=O)CCCC(=O)N1CCCC(C(=O)c2ccc(-c3ccccc3)cc2)C1 (stereo not given),5.9,-4.9
CCCN1C(=O)C2(SC(NC(C)=O)=NN2C(C)=O)c2cc(C)cc(C)c21 (stereo not given),-1.6,-2.5
COc1ccc(S(=O)(=O)N2CCCCCC2)cc1NC(=O)Cc1ccccc1F,6.9,-5.3
Cc1ccc(-c2csc(Nc3ccccc3)[n+]2CCc2ccccc2)cc1,-29.1,6.2
C=CCn1c(O)c(N=O)c2cc(C)ccc21,-4.4,-6.0
C#CCOCCOCCOCCNc1nc(N2CCOCC2)nc(N2CCN(C(=O)[C@H](CC(N)=O)n3cc(C(N)[C@@H](C)CC)nn3)CC2)n1 (stereo not given in full),6.1,10.2
N#Cc1nc(Cc2ccccc2)oc1NCc1cccnc1,1.4,0.2
COc1ccc(C(c2nnnn2CC2CCCO2)N2CCN(c3ccc(F)cc3)CC2)cc1 (stereo not given),15.8,-6.0
COc1ccc(-c2csc(N(CCCN3CCOCC3)C(=O)CCl)n2)cc1,6.1,0.8
O=C1c2ccccc2C(O)N1CCN1CCOCC1 (stereo not given),7.7,1.8

# Further results follow.
SMILES,TAG inh,TAG inh DAPI viability
Cc1ccc(CS(=O)(=O)Cc2ccc(C(=O)NCc3cccs3)o2)cc1,-12.9,-1.9
O=C(CSc1n[nH]c(-c2ccccc2)n1)NCc1cccc(C(=O)O)c1,3.0,4.1
O=C(Nc1cccc(NC(=O)c2ccc3c(c2)OCO3)c1)c1ccccc1,20.3,-11.7
Cc1cc(C(=O)N/N=C/c2ccc(-c3cccc(Cl)c3)o2)n[nH]1,7.6,-2.2
COc1ccc(C(=O)c2cc(OC)c(OC)c(OC)c2)cc1OC,49.3,-31.4
COc1ccc(-c2c(C)oc3c(CN4CCCCC4C)c(O)ccc3c2=O)cc1OC (stereo not given),-5.6,9.8
O=C(COC(=O)/C=C/c1ccccc1Cl)NCC1CCCO1 (stereo not given),8.4,0.4
O=C(NNC(=O)c1sccc1-n1cccc1)Nc1ccc(F)cc1,9.2,-3.6
Cc1cccc(N(CC(=O)NC(C)(C)C)C(=O)CCC(=O)Nc2ccccn2)c1,-2.2,3.0
COc1ccc(C(=O)C2CCCN(Cc3cccn3-c3ccccn3)C2)c(C)c1 (stereo not given),-19.1,34.4
CNc1cnn(-c2ccc(C)cc2)c(=O)c1Cl,-10.5,-7.9
COc1ccc2c(c1)C(=O)CC(c1ccccc1)O2 (stereo not given),1.6,14.4
Cc1cccc(NC(=O)COc2ccc3c(c2)CCC3)n1,10.0,-1.9
CCOC(=O)c1cnn(-c2cc(C)cc(C)c2)c1N,-5.6,-5.5
CC(=O)Nc1ccc(S(=O)(=O)NCCC(=O)OCc2ccccc2F)cc1,-24.9,3.8
O=C(c1cccc(C(F)(F)F)c1)N1CCc2c([nH]c3ccccc23)C1C(F)(F)F (stereo not given),21.0,-0.1
COc1ccc(/C(N)=N/OC(=O)CCc2ccccc2)cc1,-1.0,1.0
CCN(CC)c1ccc(/C=N/NC(=O)c2ccoc2C)c(O)c1,49.8,-48.3
O=C(COC(=O)CC1CC2CCC1C2)Nc1c(F)cccc1F (stereo not given),-13.4,3.7
CC(=O)Nc1ccc(S(=O)(=O)N(C)CC(=O)Nc2ccccc2N2CCCC2)cc1,-58.0,-1.6
COCCNC(=O)C1CCCN(Cc2ccccc2Cl)CC1 (stereo not given),-3.7,8.2
COc1ccc(/C=N/NC(=O)CCc2ccccc2)cc1O,-9.7,-14.5
O=C(COC(=O)COc1ccc(Cl)cc1Br)NC1CCCCCC1,-10.9,-5.5
O=C1NC(=S)S/C1=C\c1coc2ccc(O)cc2c1=O,14.8,-7.9
O=[N+]([O-])c1ccc(N/N=C/c2ccccc2)cc1,-14.0,0.5

# Whole records as entered above.
# Results for O=C(CSc1n[nH]c(-c2ccccc2)n1)NCc1cccc(C(=O)O)c1 → TAG inh: 3.0; TAG inh DAPI viability: 4.1
# Results for O=C(COC(=O)CC1CC2CCC1C2)Nc1c(F)cccc1F (stereo not given) → TAG inh: -13.4; TAG inh DAPI viability: 3.7
# Results for COc1ccc(C(=O)C2CCCN(Cc3cccn3-c3ccccn3)C2)c(C)c1 (stereo not given) → TAG inh: -19.1; TAG inh DAPI viability: 34.4

# (cont.)
SMILES,TAG inh,TAG inh DAPI viability
NS(=O)(=O)c1ccc(CCNC(=O)COC(=O)c2ccc([N+](=O)[O-])o2)cc1,9.1,-4.2
Cc1cccc2cc(CN(Cc3ccccc3)C(=S)NCCCN(C)C)c(=O)[nH]c12,21.7,9.8
COc1ccccc1C(=O)Nc1ccccc1C(=O)NC1CCCCC1,8.7,-1.5
N#CCCn1cc(C(=O)CN2C(=O)C(=O)N(C3CCCC3)C2=O)c2ccccc21,3.2,0.9
CCCCCCN1C=CC=C/C1=C\C=C(C#N)C#N,-5.9,-7.8
Cc1ccccc1C(=O)Nc1nnc(CC(=O)N/N=C/c2ccco2)s1,6.7,-4.2
CCCCOc1ccc(-c2c(C#N)c(N)nc(SCC(N)=O)c2C#N)cc1,3.2,5.4
O=C(Nc1ncc(Cc2cccc(Cl)c2Cl)s1)c1ccc([N+](=O)[O-])cc1,12.9,-0.1
N#Cc1cc2c(=O)n3ccccc3nc2n(-c2ccccc2Cl)c1=O,2.3,86.4
COc1ccc(C(=O)NC2CC(C)(C)Cc3c2cnn3-c2ccccc2C)o1 (stereo not given),-7.9,0.4
CCCc1cc(=O)n2[nH]c(NCc3ccc(OC)cc3)nc2n1,-8.7,-8.0
Cc1ccccc1-c1cc2nc(NCCCN(C)C)n(C)c(=O)c2s1,34.9,6.0
COc1ccc(OC)c(NC(=S)N2CCN(c3ccccn3)CC2)c1,-7.6,-3.7
O=C(c1ccc(CS(=O)(=O)c2ccc(Br)cc2)o1)N1CCCCCC1,2.1,-6.3
CN(C)C(=O)C(CCN1CCC(O)(c2ccc(Cl)cc2)CC1)(c1ccccc1)c1ccccc1,49.6,-21.2
CCOC(=O)c1ccc(CNC(=O)CSc2nnnn2-c2ccc(Cl)cc2)o1,31.5,-0.1
COC(=O)c1ccc(OC)cc1OCC(=O)N1CCN(c2ccc(F)cc2)CC1,-15.8,-1.4
CCCCN(C(=O)CSc1nnnn1-c1ccccc1OC)C1CCS(=O)(=O)C1 (stereo not given),0.5,-5.1
COc1ccccc1NCC(=O)N1CCN(S(=O)(=O)c2ccccc2)CC1,3.3,-0.7
O=C(CCn1c(=S)[nH]c2cc3c(cc2c1=O)OCO3)NCCc1ccccc1Cl,-13.1,i
CCCCn1c(N)c(N(CCOC)C(=O)c2cc3c(s2)CCC(C)C3)c(=O)[nH]c1=O (stereo not given),14.3,-5.6
CCc1nc2ccc(C(=O)Nc3cccc(NS(C)(=O)=O)c3)cn2c1N(C)CCCc1ccccc1,13.1,4.4
CCOC(=O)/C=C1\SC(C)C(=O)N1CC(=O)N(CCC#N)c1ccccc1 (stereo not given),-4.6,3.9
S=C(NCC1CCCO1)N1CCN(c2ccc(Cl)c(Cl)c2)CC1 (stereo not given),-6.3,7.6
CCOC(=O)N1CCN(C(=S)Nc2cc(S(=O)(=O)N3CCOCC3)ccc2Cl)CC1,14.2,-9.9

# Further records
SMILES,TAG inh,TAG inh DAPI viability
Cc1ccc(N(C(=O)Cn2nnc3ccccc32)C(C(=O)NCc2ccco2)c2cccnc2)cc1 (stereo not given),-5.9,14.8
CCC(CC)=NNc1ccc(S(N)(=O)=O)cc1[N+](=O)[O-],-6.4,7.1
NC(=O)c1ccc(NS(=O)(=O)c2ccc(S(=O)(=O)N3CCCC3)cc2)cc1,-0.8,-9.5
O=C(Cn1nnc2ccccc21)N/N=C\C=C\c1ccccc1,1.3,-9.6
CCCCN1C(=O)C(O)=C(C(C)=O)C1c1ccc(OC)cc1OC (stereo not given),-2.9,-6.4
O=C(COC(=O)c1ccc(F)c(S(=O)(=O)N2CCOCC2)c1)c1ccc(Cl)cc1,0.4,1.4
CCc1sc(C(=O)NCCc2ccc(S(N)(=O)=O)cc2)cc1Br,10.3,-9.5
S=C(NCc1ccco1)N1CCN(c2nc(-c3ccc(Cl)cc3)cs2)CC1,-1.4,6.3
Cc1noc2ncnc(Sc3ccc(Cl)cc3)c12,26.4,-20.5
O=C(CSc1ncccn1)NN=C1CCCCCCC1,14.1,0.0
Cc1cccc(NC(=O)C(C)Sc2nc3ccccc3c(=O)n2CCCN2CCOCC2)c1 (stereo not given),52.9*,-10.8*
CN(C)/C=C(\c1cnc(Cl)s1)S(=O)(=O)c1ccccc1,4.4,-6.2
O=C(Cc1ccccc1Cl)N1CCN(c2ccccn2)CC1,-9.5,4.7
COc1ccc(N(Cc2cc3cc(C)ccc3[nH]c2=O)C(C)=O)cc1,5.5,-1.2
COc1cc(NC(=O)CN2C(=O)NC(CC(C)C)C2=O)cc(OC)c1OC (stereo not given),4.0,-5.2
Clc1ccccc1CNc1ncnc2nc[nH]c12,-4.9,1.8
CSCCC(NC(=O)c1cccc(C)c1)C(=O)OCN1C(=O)c2ccccc2C1=O (stereo not given),6.9,-1.8
COc1cccc(NC(=O)N2CCCC2C(=O)NC(C)C)c1 (stereo not given),11.1,-7.9
O=C(NCCCN1CCCC1=O)c1cc(-c2ccc(F)cc2)nc2ccccc12,12.4,-0.3
Cn1c2c(c(=O)n(C)c1=O)[C@@]1(C(=O)Nc3ccccc31)C(C#N)=C(N)O2,2.5,9.3
CC1CN(S(=O)(=O)c2ccc(NC(=O)c3cc(-c4ccccc4O)n[nH]3)cc2)CC(C)O1 (stereo not given),3.8,-7.9
O=C(COc1nnc2ccccn12)N1CCN(S(=O)(=O)c2ccccc2)CC1,0.0,9.8
COCCNC(=O)C(=O)NCC1OCCN1S(=O)(=O)c1ccc(C)cc1 (stereo not given),4.7,3.5
OCC[C@@H]1C[C@@H](O)[C@H](O)[C@]2(Cc3ccccc3O2)O1,-3.7,-4.1
COCCNC(=O)CN1CCC(NC(=O)c2ccco2)CC1,-3.5,-2.5

# Overlap with the part before: 3 entries; new compounds follow.
SMILES,TAG inh,TAG inh DAPI viability
COCCNC(=O)C(=O)NCC1OCCN1S(=O)(=O)c1ccc(C)cc1 (stereo not given),4.7,3.5
OCC[C@@H]1C[C@@H](O)[C@H](O)[C@]2(Cc3ccccc3O2)O1,-3.7,-4.1
COCCNC(=O)CN1CCC(NC(=O)c2ccco2)CC1,-3.5,-2.5
CC1CCN(c2oc(-c3ccccc3F)nc2C#N)CC1,-11.0,25.4
COc1ccc(C(=O)OCC(=O)c2ccc[nH]2)c(OC)c1,-18.8,10.4
O=C(O)c1ccc2c(c1)[C@@H]1C=CC[C@@H]1[C@H](c1ccccn1)N2,-2.6,-5.7
Cc1ccc(C(=O)c2cc3ccccc3o2)cc1[N+](=O)[O-],8.8,0.9
CCOc1ccccc1N(CC(=O)N1CCCCCC1)S(=O)(=O)c1ccc(C)cc1,-2.5,5.6
COc1ccc(Cl)cc1NC(=O)NCCCl,11.5,-8.0
Cc1c(C(=O)N2CCC2(C)C(=O)O)oc2ccccc12 (stereo not given),5.1,-0.7
CCc1ccc(OC)c(S(=O)(=O)NCc2cccs2)c1,12.3,-4.7
CN(C)c1nc(-c2cccs2)cc(C(F)(F)F)c1C#N,1.3,46.2
O=C(N/N=C/c1ccc([N+](=O)[O-])o1)c1cc2ccccc2o1,10.4,1.7
Cc1cccc(NC(=O)NC2CC3CCC(C2)N3Cc2ccco2)c1 (stereo not given),-1.1,3.4
CCCCCSc1nnc(-c2cc(Br)ccc2N)c(=O)[nH]1,-0.6,-15.4
O=C(NCCCc1ccccc1)C1CCC(CNc2c(N3CCCCC3)c(=O)c2=O)CC1 (stereo not given),8.7,-3.9
OC(c1cccc(Cl)c1)c1nc(-c2cccc3cccnc23)cs1 (stereo not given),5.4,20.8
FC(F)(F)c1cc(-c2cccs2)nc(-n2cc(Cl)cn2)n1,5.1,16.1
Cc1nc2ccc(NC(=S)N3CCC(C)CC3)cc2nc1C,8.8,7.5
COc1ccc(Cl)cc1-c1n[nH]c(=S)n1C1CCCCC1,-14.6,0.6
CC(=O)Nc1cccc(C(=O)N/N=C/c2cccnc2)c1,19.4,-13.2
CCN1C[C@@H]2[C@@H]3C(=O)N(Cc4ccccc4)C(=O)[C@@H]3[C@](C)(C1=O)N2C(=O)c1ccc(F)cc1,11.4,-2.8

# From PubChem BioAssay
